Screening data deposited in PubChem BioAssay by National Center for Advancing Translational Sciences (NCATS).
4MU fluor – qHTS Assay for Spectroscopic Profiling in 4-MU Spectral Region | compound autofluorescence, 340/450 nm, 4-MU equivalents; hits give high values | max dye-equivalent concentration, M | hit rate 11% among 59,000 | AID 589, 2007; in the data active = max dye-equivalent concentration above about 10 nM; inconclusive = mostly about 1.1 nM to 9.6 nM
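Compounds in 100 mM Tris, pH 8.0, sat 15 min at room temperature before fluorescence was read at 340 nm excitation/450 nm emission; a per-plate six-point 4-MU standard curve converted signals to dye-equivalent concentration at each compound concentration.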
ERK AVP inh – qHTS Assay for Inhibitors of the ERK Signaling Pathway using a Homogeneous Screening Assay. HEK293-V1b, vasopressin-stimulated pERK AlphaScreen. Potency, µM (doses to about 57.5 µM), inactives show at the top dose activity, negative = inhibition, usual class: inhibitors. hit rate 0.99% among 72,000. AID 995, 2007; also: potency is read from the fitted curve at half-maximal effect; % is scaled to controls: 0 for no effect and ±100 for the full control effect; nearly all actives have a fitted effect of over 55% in size
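Phosphorylated ERK1/2 detected via AlphaScreen bead proximity in lysates of V1b-expressing HEK293 cells given 25 nM vasopressin for 5 min after 30 min compound exposure (37 °C). AC50 from Hill equation; basal DMSO 0%, vasopressin 100%.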
A350 fluor – qHTS Assay for Spectroscopic Profiling in A350 Spectral Region; Compound autofluorescence, 340/450 nm, Alexa 350 dye-equivalents; hits give high values; AID 590, 2007; hit rate 11% among 59,000; max dye-equivalent concentration, M; in the data active = max dye-equivalent concentration above about 10 nM; inconclusive = mostly about 1.1 nM to 9.6 nM
HBB splicing – qHTS Assay for Modulators of Hemoglobin Beta Chain Splicing; HBB splicing reporter cell assay, activation; EGFP reporter with mutant IVS2-654 intron; response scale: normalised to 500 nM splice-correcting PNA; Potency, µM (titrated, usually from 46.1 µM), without a hit: top-dose activation, hits mostly activators; hit rate 0.06% among 65,000; AID 925, 2007; also: potency is read from the fitted curve at half-maximal effect; 0% is about no effect
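Compounds were applied for 2 days to HeLa EGFP-654 cells, 500/well in Optimem with 2% FCS. The reporter's EGFP is disrupted by mis-splicing of beta-globin intron IVS2-654. Readout: summed well GFP fluorescence from 488 nm laser scanning; reference was 500 nM antisense […] 654 PNA.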
CRE Fsk mod – Cell signaling CRE-BLA (Fsk stim); Potency, µM (top dose mostly 38.2 µM), without a hit: top-dose activity change, negative = inhibition, usual class: activators; CHO CRE-bla reporter (cAMP response element driving beta-lactamase), forskolin EC10, beta-lactamase ratio; hit rate 2.5% among 71,000; active = well fitted activation curve with a large enough effect in the signal ratio, with a control signal flat, not every such curve was filed as active; inconclusive = small, poorly fitted or top-dose-only effect, or effect the other way, or a change in a side signal; the % refers to the signal ratio; also: potency is read from the fitted curve at half-maximal effect; % of control where 0% means no effect
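Cells were plated overnight at 37 °C, exposed to compound titrations plus EC10 NKH 477 for 3 h, then given CCF4 dye for 2 h at room temperature. Blue/green (460/530 nm) ratio was converted to %Activity and AC50 values calculated.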
Luciferase inh – qHTS Assay for Inhibitors of Firefly Luciferase. hit rate 2.2% among 72,000. Luciferin 4-monooxygenase (Photinus pyralis), P08659. Potency, µM (top dose mostly 57.1 µM), for inactives: at the top dose activity change, negative = inhibition, actives largely listed as inhibitors. AID 411, 2009. purified firefly luciferase, luminescence, 8 min; also: potency is read from the fitted curve at half-maximal effect; % is scaled to controls: 0 for no effect and ±100 for the full control effect; nearly all actives have a fitted effect of over 40% in size
Target sequence (P08659 whole entry, looked up): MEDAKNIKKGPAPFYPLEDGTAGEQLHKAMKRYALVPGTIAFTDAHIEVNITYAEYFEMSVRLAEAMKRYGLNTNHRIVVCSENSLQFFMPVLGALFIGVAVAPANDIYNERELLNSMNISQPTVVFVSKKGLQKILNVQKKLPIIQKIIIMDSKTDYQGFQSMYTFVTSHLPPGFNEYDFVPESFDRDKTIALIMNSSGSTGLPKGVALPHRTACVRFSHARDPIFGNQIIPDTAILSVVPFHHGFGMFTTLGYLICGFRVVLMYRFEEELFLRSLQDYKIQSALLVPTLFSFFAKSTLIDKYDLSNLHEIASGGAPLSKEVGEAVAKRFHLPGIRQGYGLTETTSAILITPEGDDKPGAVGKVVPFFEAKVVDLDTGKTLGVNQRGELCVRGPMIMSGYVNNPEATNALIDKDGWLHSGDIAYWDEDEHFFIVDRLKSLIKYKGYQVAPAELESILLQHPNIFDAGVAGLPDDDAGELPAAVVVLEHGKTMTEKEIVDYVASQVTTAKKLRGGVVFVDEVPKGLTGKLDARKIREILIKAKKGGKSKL
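qHTS concentration-response profiling: light output of P. pyralis luciferase with luciferin and 10 uM ATP, imidazole buffer pH 7.2. Read by luminescence after 8-min room-temperature incubation.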
Ub-GFP proteasome – Ubiquitin-GFP Assay | Potency, µM (titrated, usually from 45.9 µM), inactives show top-dose activation (GFP accumulation), hits mostly activators | Ubiquitin-GFP reporter cells, proteasome inhibition, GFP fluorescence; response scale: untreated = 0%, 10 µM MG-132 = 100% | 67,000 tested, under 10 active; active = well fitted activation curve with a large enough effect, not every such curve was filed as active; inconclusive = small, poorly fitted or top-dose-only effect, or another doubt; inactive = no such curve, though single readings can be large or run the other way; also: potency is read from the fitted curve at half-maximal effect
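U2OS cells expressing ubiquitin(G76V)-GFP, seeded overnight in 0.5% FBS medium, then treated 4 hr at 37 C across 46 uM to 2.9 nM. GFP-positive cells counted by laser cytometry (488 ex/515 em); %activity scaled between basal and 10 uM MG-132.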
Epigenetic mod – qHTS Assay for Epigenetic Modulators | mouse C127i GFP locus derepression, cytometry, 30 h | Potency, µM (doses to about 46.1 µM), for the others: top-dose GFP derepression (activation) | hit rate 0.09% among 68,000 | AID 597, 2007; also: % of control where 0% means no effect
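Murine C127i mammary cells carrying a silenced, stably integrated CMV-driven GFP reporter were treated with compound for 30 hours at 37 C. After PBS washes, GFP-positive cells were counted by laser-scanning microplate cytometry.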
TexasRed autofl – qHTS Assay for Spectroscopic Profiling in Texas Red Spectral Region. max dye-equivalent concentration, M. Compound fluorescence, Texas Red channel, 547/618 nm; hits give high values. hit rate 0.06% among 59,000; in the data active = max dye-equivalent concentration above about 10 nM; inconclusive = between about 1.1 nM and that limit
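Pin-transferred compounds and Texas Red standards go into 100 mM Tris buffer, pH 8.0. After 15 min at room temperature, plates are imaged with 547/618 nm filters. Each value is a dye-equivalent concentration derived from the per-plate dye curve.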
Hsp90 Hop PPI – qHTS Assay for Disrupters of an Hsp90 Co-Chaperone Interaction. Hsp90 C-terminal peptide / TPR2A (Hop) interaction, human. AlphaScreen TPR2A-His6 binding biotin-Hsp90 C-terminal peptide. Potency, µM (titrated, usually from 57 µM), for inactives: at the highest dose activity change, negative = inhibition. hit rate 0.44% among 71,000; active = well fitted curve in either direction with a large enough effect; inconclusive = small, poorly fitted or top-dose-only effect, or another doubt; also: potency is read from the fitted curve at half-maximal effect; % is scaled to controls: 0 for no effect and ±100 for the full control effect; many of its hits are not listed in these tables
Fluorescein autfl – qHTS Assay for Spectroscopic Profiling in Fluorescein Spectral Region; Compound autofluorescence, 480/540 nm, fluorescein-equivalent; hits give high values; max fluorescein-equivalent concentration, M; hit rate 0.91% among 59,000; in the data active = max fluorescein-equivalent concentration above about 10 nM; inconclusive = between about 1.1 nM and that limit
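Tris 100 mM pH 8.0; 15 min RT; CCD read, ex 480/em 540 nm. Output: fluorescein-equivalent concentration per compound concentration, from six-point dye series on each plate.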
* marks the source's active call; other numbers are inactive results; i = inactive; u = inconclusive; x = not tested or not shown; & = joins results of further samples; ! = not active in a repeat; [ ] = another dose, or the depositor's remark. Unless noted, calls follow the shape of the dose curve; as a rule, active = well fitted curve in the direction sought with a large enough effect; inconclusive = small, poorly fitted or top-dose-only effect, or another doubt; inactive = no such curve, though single readings can be large; an effect the other way counts as inactive or inconclusive. Some of the compounds tested; count on the stated rates, not on these rows.

SMILES | 4MU fluor | ERK AVP inh | A350 fluor | HBB splicing | CRE Fsk mod | Luciferase inh | Ub-GFP proteasome | Epigenetic mod | TexasRed autofl | Hsp90 Hop PPI | Fluorescein autfl
COCC(C)NC(=O)c1cc(-c2ccc(OC)c(OC)c2)on1 (stereo unspecified) | i | 8% | i | 0.6% | 27% | 6% | -11% | -1% | i | -6% | i
CCc1ccc(-c2ccc(C(=O)O)cc2)nc1 | i | -9% | i | x | -2% | -8% | -5% | -1% | i | -2% | i
COc1ccc(Cn2nnnc2C(c2ccncc2)N2CCOCC2)cc1 (stereo unspecified) | i | 15% | i | x | 1% | 5% | 3% | 0% | i | -6% | i
C=CCn1c(SCC(=O)NCc2ccco2)nnc1-c1ccc2ccccc2n1 | i | -5% | i | -1.4% | 10% | 1% | -2% | 2% | u | -2% | u
COc1ccc(-c2noc(CSc3nnc(Cc4ccccc4)n3-c3cccc(C)c3)n2)cc1OC | i | -19% | i | -2.2% | u | -1% | -2% | 0% | i | -7% | i
Nc1ccc(S(=O)(=O)NC(=O)c2ccccc2)cc1 | i | 8% | i | 0.7%[20.6 µM] | -4%[17.1 µM] | 1%&-1%[25.5 µM] | 9%[20.5 µM] | 2%&0%[20.6 µM] | i | -2%[26 µM] | i
Cc1ccccc1Nc1nc(N)nc(CN2C(=O)NC3(CCCCC3C)C2=O)n1 (stereo unspecified) | i | u | i | -0.1%[57.5 µM] | -2% | 4% | 0% | 0% | i | -7% | i
CCOc1ccccc1N(CC(=O)NCC1CCCO1)C(=O)CCC(=O)Nc1ccccn1 (stereo unspecified) | i | 12% | i | x | -2% | -1% | -5% | 0% | i | -2% | i
CCN(CC)c1ccc(NC(=O)c2ccc(Br)o2)c(C)c1 | i | 25µM* | i | 5.0% | -14% | 1% | 0% | 6% | i | -18% | u
CC1=C(C(N)=O)C(c2ccncc2)n2nc(-c3ccccc3Cl)nc2N1 (stereo unspecified) | x | 0% | x | 0.7% | -1% | 2% | -9% | -2% | x | -1% | x
O=C1[C@@H]2C(Cc3ccc(O)cc3)NC3(C(=O)Nc4ccc(F)cc43)[C@@H]2C(=O)N1c1ccc(F)cc1 (stereo partly specified) | i | -5% | i | -1.6%[57.5 µM] | u | 0% | -3% | 4% | i | -9% | i
COCCn1c(=O)c(CCc2ccccc2)nc2cnc(OCc3ccccc3)nc21 | i | 23% | i | 0.0% | 2% | 1%[11.4 µM] | -1% | -3%[9.22 µM] | i | u | i
COc1cc(NCCC(=O)O)c2ncccc2c1 | i | 7%[11.5 µM] | i | 1.2%[9.22 µM] | -1%[7.6 µM] | 2%[11.4 µM] | 9%[9.17 µM] | 0%[9.22 µM] | i | 0%[11 µM] | i
O=C(c1cccc(F)c1)N1CCN(c2cccc(C(F)(F)F)c2)CC1 | u | 5% | u | 0.8% | u | 3% | 10% | 2% | u | -3% | i
COC(=O)[C@H](CCSC)NC(=O)Nc1cc(C)ccc1C | 1.8e-08M* | 5% | 2.4e-08M* | -1.1%[57.5 µM] | -2% | 4% | 1% | -2% | u | -6% | u

Records listed above marked active in ERK AVP inh.
| SMILES | 4MU fluor | ERK AVP inh | A350 fluor | CRE Fsk mod | Luciferase inh | Epigenetic mod | TexasRed autofl | Hsp90 Hop PPI | Fluorescein autfl |
| --- | --- | --- | --- | --- | --- | --- | --- | --- | --- |
| CCN(CC)c1ccc(NC(=O)c2ccc(Br)o2)c(C)c1 | i | 25µM* | i | -14% | 1% | 6% | i | -18% | u |

Continuation:
SMILES | 4MU fluor | ERK AVP inh | A350 fluor | HBB splicing | CRE Fsk mod | Luciferase inh | Ub-GFP proteasome | Epigenetic mod | TexasRed autofl | Hsp90 Hop PPI | Fluorescein autfl
COc1ccc(NC(=O)C2CCN(S(=O)(=O)c3cccc4cccnc34)CC2)cc1 | x | -10% | x | -0.1% | -9% | 1% | -1% | 0% | x | -4% | x
Cc1ccc(NC2=CC(=O)CC(C)(C)C2)c(N)c1 | i | -18% | i | -0.8% | -2% | -31% | 1% | 2% | i | -5% | i
CCOC(=O)c1nn(-c2ccc(OC)cc2)c(=O)c2c(NC(=O)c3ccco3)scc12 | u | 22% | u | 0.9% | u | 1% | -8% | -1% | i | 0% | i
O=C(c1cnsn1)N1CCN(c2ccccn2)CC1 | i | -6% | i | -0.3% | -2% | 3% | 3% | 0% | i | -2% | i
C/C(=C\C(=O)c1ccccc1)Nc1cccc(O)c1 | x | 7.9µM* | x | -1.2%[0.0738 µM] | u | 7.9µM* | -9%[9.17 µM] | 4% | x | u | x
CCc1c(C)[nH]n(-c2ccc(Oc3ccccc3)c(S(=O)(=O)O)c2)c1=O | x | -3% | x | 2.6% | 1% | 5% | 26% | 0% | x | -2% | x
O=C(Nc1nc(-c2cc(Cl)sc2Cl)cs1)c1cccs1 | 2.2e-08M* | -9% | 2.6e-08M* | -1.6% | u | -6% | -3% | 1% | u | 24% | u
Cc1ccc(CN(C)C(=O)C2CCCN2C(=O)c2cccs2)o1 (stereo unspecified) | i | -4% | i | -1.6% | u | -1% | 0% | -1% | i | -3% | u
O=C(NCCN1CCN(c2ccccc2)CC1)C1CCN(S(=O)(=O)N2CCOCC2)CC1 | i | 9% | i | 1.6% | 1% | 0% | 4% | -1% | i | -1% | i
CC(C)Cn1cnc2c(c1=O)c1nc3ccccc3nc1n2Cc1ccc2c(c1)OCO2 | u | x | u | x | x | 2%[25.5 µM] | x | 10%[20.6 µM] | i | x | u
Cn1c(=O)c(=O)n(C)c2cc(S(=O)(=O)N3CCOCC3)ccc21 | i | 11% | i | 0.0% | -11% | 3% | 9% | 1% | i | -2% | i
CCOC(=O)c1cnc(SCC)[nH]c1=O | i | -28% | i | 0.4%[57.5 µM] | -6% | 2% | -6% | 2% | i | 2% | i
CCOC(=O)c1c(C)n(C)c2c(C)cc(O)c(OC(C)=O)c12 | x | u | x | 0.0% | 12% | 3% | -13% | 0% | x | 2% | x
CC(C)Cn1c(N)c(C(=O)CSc2ccc3c(c2)OCCO3)c(=O)n(C)c1=O | i | 2µM* | i | -0.9% | u | 0% | -3% | 3% | i | u | u
NC(=O)c1ccccc1NC(=O)CS(=O)(=O)Cc1ccccc1 | i | -22% | i | -2.0% | 13µM* | 0% | 6% | 3% | i | -6% | u
CCCCCCOc1ccc(/C(N)=N/O)cc1 | i | -25% | i | 3.5% | u | u | 10% | -3% | i | -2% | u
Cc1ccc2c(c1)N(CC(=O)NCC1COc3ccccc3O1)C(=O)CO2 (stereo unspecified) | x | x | x | -0.8% | -17% | 0% | 7% | x | x | 2% | x
CC1=C(C#N)c2nc(N)c(C#N)c(C)c2/C1=C\c1ccccc1 | 3.7e-08M* | u | 3.1e-08M* | -0.6%[57.5 µM] | 3% | -8% | -5% | 2% | i | -21% | u
c1cc2c(nn1)CCc1nonc1-2 | i | -7% | i | 0.0%[0.369 µM] | 3% | 1% | x | 0% | i | -3% | u
CCCCC(=O)N=c1sc2cc(S(C)(=O)=O)ccc2n1C | u | -2% | u | 0.0% | u | 1% | -2% | 2% | i | -6% | i
Cc1ccc(-c2[nH]nc3c2C(c2ccoc2)C(C#N)=C(N)O3)cc1C (stereo unspecified) | i | -10% | i | -1.2% | 9% | -2% | 2% | 2% | i | -5% | i
NC[C@H]1O[C@H](n2cnc3c(N)ncnc32)C[C@@H]1O | i | 9%[11.5 µM] | i | 4.1%[9.22 µM] | 6%[7.6 µM] | 2%[11.4 µM] | -4%[9.17 µM] | 1%[9.22 µM] | i | -1%[11 µM] | u
COc1ccc2c(c1OC)C(=O)OC2[C@H]1c2c(cc3c(c2OC)OCO3)CCN1C (stereo partly specified) | i | 13%[25.7 µM] | i | 0.3%[20.6 µM] | 32µM*! | 2%[11.4 µM] | 6% | 0%[9.22 µM] | u | -10% | u
Cn1ncc(C#N)c1NC(=O)C1CC(c2c(F)cccc2Cl)=NO1 (stereo unspecified) | i | -9% | i | 6.6% | -1% | -9% | 0% | 5% | i | -7% | u
CCOC(=O)C1=C(C)NC(=O)NC1c1ccccc1Cl (stereo unspecified) | i | -18% | i | 0.9% | u | 1% | 9% | -3% | i | -12% | u
COc1ccccc1/C=C/CN1CCOCC1 | i | -7% | i | -0.9% | 1% | 0% | -1% | 8% | i | -1% | i
CN(Cc1ccccc1)C(=O)CSc1nc2ccccc2c(=O)n1Cc1ccco1 | i | -10% | i | 1.8% | u | 1% | -5% | -2% | i | 0% | u
